Screens deposited in PubChem BioAssay by several laboratories.
Bfl-1 inhibitors = displacement of Bid BH3 peptide from Bfl-1 – biochemical, fluorescence polarization, FITC-Bid, mouse, primary screen (AID 432); one-dose displacement, % at 20 µM; IC50 in µM for titrated hits; actives 0.02% (n = 64,000); FITC-Bid BH3 peptide fluorescence polarization displacement; higher % means a stronger effect; in the data active means a potency from the dose series; inactive means the rest, 99 in 100 with displacement below about 15%; further: strong numbers were not always called active
LYP phosphatase = inhibition of human PTPN22 tyrosine phosphatase – biochemical, DiFMUP fluorescence, recombinant catalytic domain, 10 µM, primary screen (AID 606) | recombinant LYP catalytic domain, DiFMUP fluorescence; higher % means a stronger effect | inhibition, % at 10 µM; hits with a dose series show IC50 in µM | 52,000 tested, under 10 active;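 active means IC50 under 40 µM in the dose-response test; inactive means IC50 of 40 µM or more, or never dose-tested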
HPDE-C7K KRASV12 = viability loss of HPDE-C7K cells – cell-based, fluorescence, HTS, primary screen (AID 431); cytotoxicity, % at 10 µM, or EC50 in µM where a hit was titrated; actives 1.7% (n = 63,000); HPDE-C7K KRASV12 cells, Alamar Blue viability, 48 h; higher % means a stronger effect;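 active means compounds whose percent cytotoxicity in the single-dose primary screen, scaled between solvent and toxic-drug controls, exceeds 50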;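 further: 0% = DMSO solvent wells and 100% = doxorubicin-treated wells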
HT1080 viability = cytotoxicity in HT1080 fibrosarcoma cells, cell-based, fluorescence readout (AID 620); HT1080 viability, fluorescence; higher % means a stronger effect; cytotoxicity, % at 10 µM; hits with a dose series show EC50 in µM; actives 0.42% (n = 87,000);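 further: cells exposed to compound overnight then 4 h with Alamar Blue; 0% = vehicle DMSO and 100% = killing control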
MK inhibit = blocks S. pneumoniae mevalonate kinase; purified MK, PK/LDH-coupled NADH absorbance 340 nm; actives 0.48% (n = 65,000); inhibition, % at 10 µM;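 active means ranked among the strongest by inhibition in the single 10 µM screen, a fixed top-ranked set picked for dose follow-up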; further: no value below 0 was filed
Spn DPM-DC inh = S. pneumoniae DPM-DC inhibition; calls only at 10 µM; actives 0.49% (n = 65,000); purified DPM-DC, PK/LDH coupled NADH fluorescence;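 active means the 320 compounds with the highest percent inhibition in the single-dose primary screen, excluding strongly autofluorescent ones, cut at about 32% in these data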;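 further: kinetic rate of NADH fluorescence loss reporting ADP formed by the decarboxylase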
HPDE-C7 viability = cytotoxicity in HPDE-C7 cells, cell-based, fluorescence, HTS (AID 430); actives 1.8% (n = 63,000); cytotoxicity, % at 10 µM; hits with a dose series show EC50 in µM; HPDE-C7 pancreatic duct cells viability, fluorescence; higher % means a stronger effect;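 further: cells exposed to compound for 48 hours before viability readout; 0% = vehicle and 100% = reference cytotoxic drug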
PMK inhibit = blocks S. pneumoniae phosphomevalonate kinase. purified PMK, PK/LDH-coupled NADH absorbance 340 nm. inhibition, % at 10 µM. actives 0.49% (n = 65,000);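 active means top-ranked compounds by inhibition in the single 10 µM screen, taking a fixed number of the strongest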;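 further: 0% = full reaction with DMSO carrier and 100% = background rate without enzyme reaction; no value below 0 was filed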
TNAP inhibition = inhibition of tissue-nonspecific alkaline phosphatase – biochemical, luminescent (AID 518) | purified TNAP enzyme, luminescent substrate readout; higher % means a stronger effect | inhibition, % at 20 µM; hits with a dose series show IC50 in µM | actives 0.09% (n = 64,000); in the data active means a potency from the dose series; inactive means the rest, 99 in 100 with inhibition below about 22%;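 further: plate controls were vehicle for no effect and reference inhibitor for full effect; many of its hits are not listed in these tables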
PMK inhibit pilot replicates = also measured in PMK inhibit; calls as there; inhibition, %; measured here: pilot screen replicates
MK inhibit pilot replicates = recorded beside MK inhibit, whose call it bears; inhibition, %; measured here: pilot screen replicates
Spn DPM-DC inh pilot screen % = second read-out of Spn DPM-DC inh, no call of its own (marks repeat the call); inhibition, %; measured here: pilot screen trials
Active calls of the source: *; i = inactive; . = no result given. Unless noted, no stated cut-off is given here; in the data, active means cytotoxicity above about 50%; inactive means the rest.

SMILES | Bfl-1 inhibitors | LYP phosphatase | HPDE-C7K KRASV12 | HT1080 viability | MK inhibit | Spn DPM-DC inh | HPDE-C7 viability | PMK inhibit | TNAP inhibition | others
CCN(CC)S(=O)(=O)c1ccc(F)c(C(=O)NCCC(C)C)c1 | -4% | 2% | 14% | 6% | 0 | i | -1% | 9 | 12% | PMK inhibit pilot replicates=0.5;MK inhibit pilot replicates=2.0;Spn DPM-DC inh pilot screen %=2.0
CCNc1c2c3c(cccc3n(C)c1=O)C(=O)c1ccccc1-2 | 126% | -20% | 50% | 7% | 5 | i | 54%* | 6 | 22%
CCOCC(=O)Nc1nc2ccc(S(C)(=O)=O)cc2s1 | -8% | 0% | 6% | -4% | 12 | i | 2% | 8 | 6%
CC(=NCC1CCCO1)c1c(O)[nH]c(=O)[nH]c1=O (stereo not given) | -6% | 6% | -18% | -2% | 0 | i | -14% | 0 | 7%
Cc1ccc(NC(=O)CSc2nnc(-c3cnccn3)n2Cc2ccco2)cc1C | -3% | 3% | 14% | -5% | 9 | i | 17% | 16 | 20% | PMK inhibit pilot replicates=3.5;MK inhibit pilot replicates=5.0;Spn DPM-DC inh pilot screen %=2.0
O=C(CSc1ncnc2ccccc12)N1CCCC1 | 4% | 8% | -10% | -9% | 8 | i | -6% | 0 | 0%
O=C(CSc1nnc(-c2c[nH]c3ccccc23)o1)N(Cc1ccccc1)c1ccc(F)cc1 | 5% | 3% | 53%* | -2% | 0 | i | 54%* | 5 | 14% | PMK inhibit pilot replicates=0.0;MK inhibit pilot replicates=0.0;Spn DPM-DC inh pilot screen %=0.0
COC(=O)C1=C(C)N(C)C(C)=C(C(=O)OC)C1c1ccc(C(=O)OC)cc1 | 2% | 4% | -3% | 9% | 11 | i | -2% | 0 | 14%
N#CCCN(CCC#N)c1nnc(-c2ccccc2)s1 | 4% | 1% | 1% | 2% | 0 | i | 4% | 2 | 7%
C/C=C(\C)CN1CCc2cc(OC)c(OC)cc2C1 | -7% | 11% | 7% | 1% | 0 | i | 1% | 0 | 16%
CCOC(=O)c1ccc(NC(=O)CS(=O)(=O)c2cn(CC)c3ccccc23)cc1 | 8% | . | -5% | 2% | 9 | i | -14% | 0 | 11%
COCc1nc2ccccc2n1CCCOc1ccccc1 | 2% | 13% | -31% | 2% | 3 | i | -21% | 1 | 11%
C=CCn1c(SCC(=O)Nc2ccc(N(C)C)cc2)nnc1-c1cccc(C)c1 | -2% | 5% | 33% | 17% | 5 | i | 25% | 0 | 12%
C1=CCC(/C=N/n2cnnc2)CC1 (stereo not given) | 0% | 9% | -19% | 1% | 6 | i | -14% | 4 | -2%
CCn1c(=O)c(-c2ccccc2)c(O)c2ccccc21 | -6% | -2% | 15% | -8% | 2 | i | 23% | 8 | 7%
CNC(=O)c1ccccc1-c1ccccc1 | -2% | -8% | -5% | -6% | 0 | i | -12% | 0 | 6%
CCOc1ccc(-c2nnn(CC(=O)Nc3cc(OC)cc(OC)c3)n2)cc1OCC | -2% | . | -1% | 2% | 5 | i | 8% | 14 | 5%
CC1CCC(C(C)C)C(OC(=O)CSc2n[nH]c(=O)[nH]c2=O)C1 (stereo not given) | 0% | . | 2% | 23% | 0 | i | 3% | 16 | 7%
CCOC(=O)c1cc(-c2ccccc2)sc1N | 2% | 1% | 6% | 5% | 9 | i | -3% | 4 | 14% | PMK inhibit pilot replicates=0.5;MK inhibit pilot replicates=5.0;Spn DPM-DC inh pilot screen %=7.5
COc1ccccc1Nc1ncnc2ccccc12 | 2% | 16% | -2% | -6% | 0 | i | -1% | 4 | 11%
Cc1ccc2c(c1)c(C)c(C)n2CC(O)CN1CCCCC1C (stereo not given) | -4% | . | -5% | 8% | 3 | i | 0% | 6 | 5%
CCOc1cc(NC(=O)c2cnccn2)c(OCC)cc1NC(=O)c1ccc(OC)cc1 | -10% | 1% | -4% | -2% | 0 | i | 15% | 18 | 18%
CC1=C(C(=O)NCc2ccccc2)C(c2ccccc2OCC(N)=O)NC(=O)N1 (stereo not given) | 2% | 4% | -1% | . | 12 | i | -11% | 9 | 7% | PMK inhibit pilot replicates=0.0;MK inhibit pilot replicates=0.0;Spn DPM-DC inh pilot screen %=0.0
COc1ccc(C2=NOC3(CC(=O)N(c4ccc(C)cc4)C3=O)C2)c(OC)c1 (stereo not given) | 1% | . | -4% | -15% | 6 | i | -15% | 10 | 11%
O=C(Nc1nccs1)C1CCN(S(=O)(=O)c2cnc[nH]2)CC1 | -8% | . | -6% | 3% | 8 | i | 8% | 12 | 14%

A draw from above in order of length of the SMILES, descending:
SMILES | Bfl-1 inhibitors | LYP phosphatase | HPDE-C7K KRASV12 | HT1080 viability | MK inhibit | Spn DPM-DC inh | HPDE-C7 viability | PMK inhibit | TNAP inhibition | others
CCOC(=O)c1ccc(NC(=O)CS(=O)(=O)c2cn(CC)c3ccccc23)cc1 | 8% | . | -5% | 2% | 9 | i | -14% | 0 | 11%
CC1=C(C(=O)NCc2ccccc2)C(c2ccccc2OCC(N)=O)NC(=O)N1 (stereo not given) | 2% | 4% | -1% | . | 12 | i | -11% | 9 | 7% | PMK inhibit pilot replicates=0.0;MK inhibit pilot replicates=0.0;Spn DPM-DC inh pilot screen %=0.0
O=C(Nc1nccs1)C1CCN(S(=O)(=O)c2cnc[nH]2)CC1 | -8% | . | -6% | 3% | 8 | i | 8% | 12 | 14%
CCNc1c2c3c(cccc3n(C)c1=O)C(=O)c1ccccc1-2 | 126% | -20% | 50% | 7% | 5 | i | 54%* | 6 | 22%
CCOCC(=O)Nc1nc2ccc(S(C)(=O)=O)cc2s1 | -8% | 0% | 6% | -4% | 12 | i | 2% | 8 | 6%
C/C=C(\C)CN1CCc2cc(OC)c(OC)cc2C1 | -7% | 11% | 7% | 1% | 0 | i | 1% | 0 | 16%
O=C(CSc1ncnc2ccccc12)N1CCCC1 | 4% | 8% | -10% | -9% | 8 | i | -6% | 0 | 0%
CCOC(=O)c1cc(-c2ccccc2)sc1N | 2% | 1% | 6% | 5% | 9 | i | -3% | 4 | 14% | PMK inhibit pilot replicates=0.5;MK inhibit pilot replicates=5.0;Spn DPM-DC inh pilot screen %=7.5
COc1ccccc1Nc1ncnc2ccccc12 | 2% | 16% | -2% | -6% | 0 | i | -1% | 4 | 11%
CNC(=O)c1ccccc1-c1ccccc1 | -2% | -8% | -5% | -6% | 0 | i | -12% | 0 | 6%

(continued)
SMILES | Bfl-1 inhibitors | LYP phosphatase | HPDE-C7K KRASV12 | HT1080 viability | MK inhibit | Spn DPM-DC inh | HPDE-C7 viability | PMK inhibit | TNAP inhibition | others
c1ccc(-c2ccc(-c3nc(-c4ccncc4)no3)cc2)cc1 | 4% | -2% | -12% | . | 6 | i | -18% | 7 | 3%
CCc1c(C)sc(NC(=O)c2cccs2)c1C(=O)OC(C)C | 1% | 19% | 52%* | -13% | 10 | . | 59%* | 13 | 10%
C=CCNc1nc2c(c(=O)n(C)c(=O)n2C)n1CC(=C)C | -9% | 11% | -17% | -7% | 7 | i | -16% | 14 | -1%
Brc1ccc(C2=Nn3c(nnc3-c3ccncc3)SC2)cc1 | -5% | 12% | 0% | 13% | 9 | i | -15% | 8 | 9% | PMK inhibit pilot replicates=0.0;MK inhibit pilot replicates=0.0;Spn DPM-DC inh pilot screen %=0.0
Cc1c(NC(=O)Oc2ccccc2)sc(=S)n1C | 12% | -4% | -4% | . | 0 | i | -4% | 12 | 8%
O=C(Cn1c(SCC(=O)N2CCCc3ccccc32)nc2ccccc21)N1CCCC1 | 3% | 11% | -8% | 2% | 0 | i | -14% | 12 | 8% | PMK inhibit pilot replicates=2.0;MK inhibit pilot replicates=2.5;Spn DPM-DC inh pilot screen %=0.0
COc1ccc(CN(C(=O)c2oc3ccccc3c2C)C2CCS(=O)(=O)C2)cc1OC (stereo not given) | -8% | 2% | -1% | 6% | 8 | i | 5% | 0 | 6%
O=C1CSC(c2cn(-c3ccccc3)nc2-c2cc3ccccc3oc2=O)N1Cc1ccco1 (stereo not given) | -5% | 2% | -2% | 13% | 7 | . | 2% | 14 | -1%
O=C(O)CCc1nc(-c2ccccc2)no1 | 0% | -7% | 8% | -6% | 2 | i | -1% | 4 | 11%
Cc1ccc(/C=c2\s/c(=C(/C#N)C(=O)N3CCCC3)n(Cc3ccco3)c2=O)s1 | -22% | 9% | 7% | 0% | 3 | i | 7% | 10 | 19% | PMK inhibit pilot replicates=1.5;MK inhibit pilot replicates=0.0;Spn DPM-DC inh pilot screen %=0.0
CCOC(=O)c1cnn(-c2cc(C)nc3c(-c4ccccc4)c(C)nn23)c1N | -8% | . | 4% | 0% | 0 | i | 0% | 15 | 5% | PMK inhibit pilot replicates=3.0;MK inhibit pilot replicates=0.0;Spn DPM-DC inh pilot screen %=5.5
COc1ccc(C)cc1NS(=O)(=O)c1cn(C)c(=O)n(C)c1=O | 5% | 2% | 25% | . | 7 | i | 24% | 12 | 9%
CCCCOc1ccccc1NC(=O)CSc1nnnn1C(C)(C)C | 4% | -9% | 5% | 13% | 7 | i | -2% | 15 | 10%
COc1ccccc1NC(=O)Nc1c(C)n(C)n(-c2ccccc2)c1=O | -6% | -2% | -2% | 5% | 8 | i | -4% | 2 | -6%
C/C=C/c1ccc(OCCCN2C(=O)NC(C)(C)C2=O)c(OC)c1 | -7% | -1% | 6% | 7% | 18 | i | -1% | 9 | 14%
CCC(=O)Nc1nonc1-c1nc2ccccc2n1CCC(C)C | -9% | . | 10% | 0% | 2 | i | 22% | 15 | -2%
c1ccc(-n2ncc3c2ncn2nc(CSc4nc5ccccc5s4)nc32)cc1 | 0% | 5% | 23% | -2% | 9 | i | 10% | 14 | 16%
O=C1CC(C(=O)Nc2ccc(O)c(C(=O)O)c2)C(c2ccccc2)O1 (stereo not given) | 3% | 11% | . | 11% | 5 | . | . | 8 | -1%
CC(C)(C)SCCNS(=O)(=O)c1ccc(F)cc1 | -1% | . | -3% | 16% | 5 | i | 6% | 9 | -1%
COC(=O)c1nc(-c2ccccc2)oc1N(C)C | -8% | 4% | -13% | -9% | 5 | . | -7% | 4 | 12%
CCN(c1ccccc1)S(=O)(=O)c1ccc(F)cc1 | -1% | -4% | -7% | 9% | 7 | i | -22% | 0 | 6%
CCC(=O)N1CCc2cc(Br)cc(S(=O)(=O)NCCN3CCOCC3)c21 | -18% | . | -15% | -1% | 11 | i | -21% | 5 | 0%
COCCn1c(C)cc(C(=O)CSc2nc(C)cc(C)c2C#N)c1C | -10% | -6% | 5% | 5% | 7 | i | 0% | 7 | 7%
Cc1ccc(-n2c(C)cc(C3N=C(N)Nc4nc5ccccc5n43)c2C)c(C)c1 (stereo not given) | -4% | 12% | 13µM* | 8% | 0 | i | 11µM* | 10 | -29%
O=C(O)CCCNC1=NCCC1 | -5% | 12% | -11% | 4% | 0 | i | -10% | 2 | 4%
